# Bioassay records (PubChem BioAssay)
# FLuc modulator = inhibits or activates purified firefly luciferase, miR-21 counter-screen; P08659; hit rate 6.9% among 360,000; AID 588342; Potency, µM (top dose mostly 57.5 µM), for the others: top-dose activity change, negative = inhibition, actives largely listed as inhibitors; purified FLuc, Km substrates, luminescence inhibition;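 further: potency means the concentration at half of the fitted maximal effect; plate controls were vehicle for no effect and reference inhibitor for full effect; nearly all actives have a fitted effect of over 55% in size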
# Target sequence (P08659 whole entry, looked up): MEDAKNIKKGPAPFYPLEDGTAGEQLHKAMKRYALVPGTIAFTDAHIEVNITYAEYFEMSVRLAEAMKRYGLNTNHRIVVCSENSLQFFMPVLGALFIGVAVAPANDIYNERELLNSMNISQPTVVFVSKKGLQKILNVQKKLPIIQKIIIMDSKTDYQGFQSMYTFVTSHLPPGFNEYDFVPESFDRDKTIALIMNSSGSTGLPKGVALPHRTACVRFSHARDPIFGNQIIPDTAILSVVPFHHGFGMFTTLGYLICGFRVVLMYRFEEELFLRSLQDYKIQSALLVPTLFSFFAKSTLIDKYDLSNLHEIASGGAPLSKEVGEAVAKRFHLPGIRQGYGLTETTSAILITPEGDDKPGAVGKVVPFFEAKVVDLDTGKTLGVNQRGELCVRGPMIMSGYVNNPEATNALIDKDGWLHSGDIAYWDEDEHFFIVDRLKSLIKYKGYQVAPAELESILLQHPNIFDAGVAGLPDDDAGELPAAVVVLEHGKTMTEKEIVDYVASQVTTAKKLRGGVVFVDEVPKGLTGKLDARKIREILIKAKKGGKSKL
#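 Purified P. pyralis luciferase, 10 nM final, with Km-level 10 uM D-luciferin and 10 uM ATP in 50 mM Tris acetate pH 7.5, 10 mM Mg acetate, 0.01% Tween-20, 0.05% BSA; 6-point qHTS titration about 60 µM downward; luminescence read.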
# Menin MLL FP TR = inhibitors of human menin-MLL interaction, mutant MLL peptide | AID 1768 | Menin + Texas Red MLL mutant peptide, fluorescence polarization | O00255 | hit rate 0.23% among 270,000 | Potency, µM (highest dose often 61.6 µM), for the others: top-dose FP activity change, negative = inhibition, hits mostly inhibitors; active means well fitted inhibition curve with a large enough effect in the polarisation, with a control signal flat, not every such curve was filed as active; inconclusive means small, poorly fitted or top-dose-only effect, or effect the other way, or a change in a side signal; inactive means no such curve, though single readings can be large or run the other way; the % refers to the polarisation; further: potency means the concentration at half of the fitted maximal effect; % of control where 0% means no effect; many of its hits are not listed in these tables
# NPC1 prom act = activates the NPC1 promoter. Huh7 NPC1 promoter luciferase reporter, 24 h. Potency, µM (doses to about 9.22 µM), for inactives: top-dose activation, most hits filed as activators. hit rate 2.4% among 320,000. AID 485313;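 further: potency means the concentration at half of the fitted maximal effect; % of control where 0% means no effect; nearly all actives have a fitted effect of over 60% in size; reporter is driven by a mutant NPC1 promoter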
#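 Cells: Huh7 expressing luciferase under the NPC1 promoter, 1500/well. Seeded 2 h, compound added, incubated 24 h at 37 °C. Luciferase reagent, 10 min ambient, then luminescence.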
# KCNH2 3.1 block = inhibitors of human KCNH2 3.1 potassium channel isoform. activity change, % (tested at about 1.8 µM). U2OS KCNH2 3.1, thallium flux FluxOr; hits give low values. hit rate 0.95% among 340,000;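 active means maximum activity change below -70%; inconclusive means maximum activity change from -70% to -50%; inactive means maximum activity change above -50%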;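 further: thallium influx rate constant from kinetic fluorescence after stimulation buffer; on the % scale 0 is the no-effect control and ±100 the full control effect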
#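 We transduce U2OS cells with the mutant 3.1 virus, culture them overnight, load FluxOr with Red40 quencher for 45 min, then add stimulation buffer and read kinetically for 2 min to derive a normalized rate constant.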
# VP16 counter = inhibits Gal4-VP16 luciferase reporter, ROR gamma counter-screen | Drosophila S2 Gal4-VP16 UAS-luciferase, luminescence, 20 h | Potency, µM (highest dose often 53.6 µM), for inactives: at the highest dose activity, negative = inhibition, actives largely listed as inhibitors | hit rate 3.5% among 310,000;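 further: Gal4-VP16 expression switched on by copper sulfate through the metallothionein promoter; potency means the concentration at half of the fitted maximal effect; on the % scale 0 is the no-effect control and ±100 the full control effect; nearly all actives have a fitted effect of over 50% in size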
# MBNL1 CUG block = MBNL1-poly(CUG) RNA binding inhibition | Potency, µM (highest dose often 57.5 µM), for inactives: at the highest dose activity change, negative = inhibition, hits mostly inhibitors | Q9NR56 | TR-FRET MBNL1-His/biotin-(CUG)12 binding, 665/545 ratio | AID 2675 | hit rate 0.036% among 280,000; active means well fitted inhibition curve with a large enough effect in the signal ratio, with a control signal flat, not every such curve was filed as active; inconclusive means small, poorly fitted or top-dose-only effect, or effect the other way, or a change in a side signal; inactive means no such curve, though single readings can be large or run the other way; the % refers to the signal ratio; further: potency means the concentration at half of the fitted maximal effect; on the % scale 0 is the no-effect control and ±100 the full control effect
#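 Ratiometric TR-FRET (665 over 545 nm, excitation 340 nm) tracks disruption of MBNL1-His/biotin-(CUG)12 complex after 60 min at room temperature, with compounds at 92 nM to 58 uM final.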
# Mito fusion act = blocks mitochondrial division or promotes mitochondrial fusion; hit rate 0.23% among 320,000; S. cerevisiae fusion-defective mutant growth rescue, CellTiterGlo 48 h; Potency, µM (series often up to 46.1 µM), without a hit: top-dose growth rescue (activation), most hits filed as activators; AID 485298;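 further: potency means the concentration at half of the fitted maximal effect; % of control where 0% means no effect; nearly all actives have a fitted effect of over 45% in size; temperature-sensitive fusion mutants such as fzo1-1 at 37 °C on non-fermentable ethanol glycerol medium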
#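 S. cerevisiae fusion-defective temperature-sensitive mutants (e.g. fzo1-1, mgm1-5) grown 48 h at 37C in YPEG (ethanol/glycerol non-fermentable) medium with 23 nl compound per well; growth rescue read as CellTiterGlo luminescence.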
# ELG1 DNA repair = ELG1-dependent DNA repair inhibition; HEK293T ELG1-luciferase reporter, luminescence, 16 h; DNA damage induced by 5-fluorouridine; Potency, µM (titrated, usually from 46.1 µM), for the others: at the top dose activity change, negative = inhibition, actives largely listed as inhibitors; hit rate 2.3% among 330,000; AID 504467; further: potency means the concentration at half of the fitted maximal effect; on the % scale 0 is the no-effect control and ±100 the full control effect; nearly all actives have a fitted effect of over 55% in size
#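 Cells (2,000 per well) received 5-fluorouridine plus test compound or DMSO and were incubated 16 hr at 37 °C, 5% CO2. Luciferase activity was read by luminescence 30 min after ONE-Glo addition; signal suppression marked inhibition of damage-induced ELG1 function.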
# RORg inh = inhibitors of mouse ROR gamma transcriptional activity; P51450; Drosophila S2 Gal4-RORgamma UAS-luciferase reporter, 20 h; Potency, µM (top dose mostly 53.6 µM), for inactives: at the highest dose activity change, negative = inhibition, actives largely listed as inhibitors; hit rate 5.4% among 310,000; AID 2551; further: potency means the concentration at half of the fitted maximal effect; on the % scale 0 is the no-effect control and ±100 the full control effect; nearly all actives have a fitted effect of over 60% in size
#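 Luminescence from a UAS-regulated Photinus luciferase reporter in stably transfected Drosophila Schneider cells is measured; decreased signal marks ROR gamma inhibition. Fusion expression is induced by 700 uM copper sulfate for 20 hr.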
# Rab9 prom act = activators of Rab9 promoter | Huh7 Rab9 promoter-luciferase reporter, luminescence, 24 h | Potency, µM (top dose mostly 9.22 µM), for inactives: top-dose activation, negative = inhibition, most hits filed as activators | hit rate 2.8% among 320,000 | AID 485297; further: potency means the concentration at half of the fitted maximal effect; % of control where 0% means no effect; nearly all actives have a fitted effect of over 60% in size
#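 Promoter activation is measured as luciferase luminescence in Huh7 cells stably transfected with a Rab9 promoter–luciferase construct, following 24 h compound exposure at 37 °C and 10 min reagent incubation at ambient temperature.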
# PKM2 activator = PKM2 (human) enzyme activation; P14618; purified PKM2, Kinase-Glo ATP luminescence, activation; response scale: 0% is enzyme alone, no compound; Potency, µM (doses to about 57.5 µM), inactives show at the highest dose activation, actives largely listed as activators; hit rate 0.34% among 260,000; AID 1631; further: potency means the concentration at half of the fitted maximal effect; on the % scale 0 is the no-effect control and ±100 the full control effect; nearly all actives have a fitted effect of over 55% in size
# Target sequence (P14618 whole entry, looked up): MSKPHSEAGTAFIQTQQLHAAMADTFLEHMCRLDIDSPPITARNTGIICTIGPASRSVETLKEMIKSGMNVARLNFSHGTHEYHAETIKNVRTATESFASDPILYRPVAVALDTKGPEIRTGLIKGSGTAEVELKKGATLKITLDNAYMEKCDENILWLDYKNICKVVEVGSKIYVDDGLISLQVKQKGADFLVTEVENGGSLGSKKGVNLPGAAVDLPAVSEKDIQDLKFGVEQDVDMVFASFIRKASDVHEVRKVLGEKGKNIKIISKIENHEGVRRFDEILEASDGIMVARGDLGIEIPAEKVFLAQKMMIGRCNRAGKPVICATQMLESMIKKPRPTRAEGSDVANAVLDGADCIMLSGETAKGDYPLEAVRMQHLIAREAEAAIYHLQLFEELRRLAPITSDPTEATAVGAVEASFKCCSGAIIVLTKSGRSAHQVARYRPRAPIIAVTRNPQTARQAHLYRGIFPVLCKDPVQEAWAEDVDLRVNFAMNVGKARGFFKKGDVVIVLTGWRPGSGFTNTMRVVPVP
#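 hPK-M2, >95% pure; 0.1 mM ADP / 0.5 mM PEP final; imidazole pH7.2 buffer w/ 7 mM MgCl2, 50 mM KCl; 1 h RT; Kinase-Glo lum. Intermediate enzyme activity for dual inhibitor/activator qHTS.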
# Starred values were filed as active, the others as inactive; u = inconclusive; x = not tested or not shown; [ ] = dose if it differs, or a comment. Unless noted, the call rests on the fitted dose curve; in most records, active means well fitted curve in the direction sought with a large enough effect; inconclusive means small, poorly fitted or top-dose-only effect, or another doubt; inactive means no such curve, though single readings can be large; an effect the other way counts as inactive or inconclusive.
SMILES,FLuc modulator,Menin MLL FP TR,NPC1 prom act,KCNH2 3.1 block,VP16 counter,MBNL1 CUG block,Mito fusion act,ELG1 DNA repair,RORg inh,Rab9 prom act,PKM2 activator
Cc1ccc(NS(=O)(=O)c2ccc(-n3cccn3)cc2)cc1F,3%,x,-6%,18,-23%,-4%,2%,-5%,28%,-4%,x
CCCn1c(N)nc2ccccc21,1%,-7%,-2%,5,3%,-9%,-4%,-18%,-23%,1%,6%
Cn1ncc(N=Cc2ccc([N+](=O)[O-])cc2)c1C(=O)Nc1ccccc1,4%,25%,-9%,8,1%,0%,22%,-20%,-1%,-3%,-5%
COc1ccc2c3c([nH]c2c1)C(C)N(CCC(=O)NN)CC3 (stereo unspecified),14%,-15%,10%,-42,1%,0%,3%,-20%,-18%,11%,-4%
Cc1nn(Cc2ccc(Cl)cc2Cl)c(C)c1NC(=O)C1C2CCC(O2)C1C(=O)O (stereo unspecified),-4%,15%,-17%,22,-14%,3%,10%,u,u,-26%,-4%
NS(=O)(=O)c1ccc(CNC(=O)c2ccc(S(=O)(=O)C(F)F)cc2)cc1,1%,x,-3%,-2,-5%,4%,-7%,-16%,-5%,-3%,1%
Cc1ccc(NC(=O)CNC2CCS(=O)(=O)C2)cc1C (stereo unspecified),-2%,7%,2%,15,-4%,x,-2%,-9%,-37%,2%,-7%
Cc1cc(C)c(C#N)c(SCc2cn3c(C)cccc3n2)n1,-6%,-14%,-4%,-1,u,-4%,8%,u,11µM*,16%,-1%
O=C(NC(Nc1ccc(F)cc1)(C(F)(F)F)C(F)(F)F)c1cccnc1,-1%,-2%,-3%,-11,-4%,8%,2%,-5%,-43%,-3%,3%
O=C(NCc1ccccn1)c1ccc(OC2CCN(Cc3ccc(Cl)s3)CC2)cc1,4%,x,-2%,-2,2%,3%,-4%,0%,39%,-2%,x
Cc1nc(NC(=O)c2ccccc2)sc1-c1csc(N)n1,9.5µM*,u,u,-3,-19%,11%,2%,17%,-21%,29%,-3%
COC(=O)C(C)NS(=O)(=O)c1ccc(NC(C)=O)cc1 (stereo unspecified),6%,-11%,1%,12,1%,4%,0%,-1%,-9%,-10%,-7%
COc1ccc(CCN2CN(S(=O)(=O)c3ccc(C)cc3)c3nc4ccccc4nc32)cc1OC,4%,-10%,1%,-6,-9%,x,-7%,-3%,-2%,-1%,14%
Cc1nc(CCNC(=O)c2cc(COc3ccc(F)cc3Cl)on2)sc1C,21µM*,x,22%,-4,-21%,-14%,18%,u,u,12%,10%
O=C(CN1C(=O)C2C3C=CC(C3)C2C1=O)OCC(=O)c1ccc([N+](=O)[O-])cc1 (stereo unspecified),2%,2%,-1%,-12,-1%,u,-26%,u,32%,7%,2%
Cc1cc(-c2nc(-c3ccc(C(C)(C)C)cc3)no2)no1,3µM*,x,1µM*,-13,24%,x,-1%,u,5%,0.56µM*,7%
CCC(Sc1nc(C)cc(=O)[nH]1)C(=O)Nc1ccc(Cl)cn1 (stereo unspecified),-3%,-2%[11.7 µM],-5%,-16,3%,4%,-1%,-15%,-7%,0%,2%
O=S(=O)(c1ccc(Cl)c(C(F)(F)F)c1)N1CCN(c2ccccn2)CC1,-1%,u,-1%,-15,2%,-5%,-7%,-1%,5%,3%,-5%
O=C(NCCc1ccccc1)C1CCN(c2nc3ccccc3o2)CC1,0%,-1%,-1%,1,-10%,-6%,-4%,u,22%,-4%,-2%
C(=N\Nc1nc2ccccc2[nH]1)/c1ccc2ncccc2c1,2.1µM*,x,1.4µM*,-3,-28%,2%,-2%,u,-44%,0.79µM*,-2%
CC(C)(C)n1ncc2c(=O)n(CC(=O)NCc3ccccc3)cnc21,4.8µM*,21%,0.45µM*,-3,u,-14%,-2%,u,10µM*,u,-2%
COc1ccc(OC)c(N(CC(=O)N2CCOCC2)S(C)(=O)=O)c1,0%,-2%,5%,1,-1%,1%,5%,4%,-6%,6%,0%[11.5 µM]
C=CCn1c2ccccc2c2nnc(SCCCn3c(=O)[nH]c4ccccc43)nc21,-4%,-27%,-1%,-2,u,21%,8%,u,5%,-12%,6%
CCOC(=O)C(CC(=O)O)=C(c1ccccc1)c1ccccc1,2%,-6%,9%,-2,-2%,-9%,-1%,3%,2%,0%,x
O=C(Nc1ccc2c(c1)OCO2)c1ccc(CN2CCOCC2)cc1,15µM*,7%,u,-2,0%,-7%,4%,u,7%,29%,-1%
O=C(Nc1ccc2c(c1)OCO2)c1cc(-c2ccncc2)nc2ccccc12,u,25%,2%,-20,8%,13%,5%,-18%,12%,5%,2%
O=C(CN1CCOCCOCCN(CC(=O)Nc2ccccc2)CCOCC1)Nc1ccccc1,1%,-7%,-3%,6,4%,-14%,0%,-7%,27%,0%,-1%
CS(=O)(=O)N1N=C(c2cccs2)CC1c1ccccc1O (stereo unspecified),6%,-3%,-2%,-13,4%,22%,3%,x,9%,18%,1%
C[C@@]12C(=O)N(c3cccc(F)c3)C(=O)N1[C@H](c1ccc(F)cc1)[C@@H]1C(=O)N(C3CCCCC3)C(=O)[C@@H]12,-4%,22%,0%,7,0%,-12%,u,3%,-2%,0%,-8%
O=C(Nc1cccc2ccccc12)N1CC=CCC1,-2%,3%,2%,-7,0%,3%,1%,-5%,0%,6%,4%
CCOC(=O)c1c(NC(=O)COC(=O)C2CC2C)sc(C)c1C (stereo unspecified),-14%,u,-2%,28,1%,2%,-2%,0%,22%,-7%,1%
O=C(c1ccc(S(=O)(=O)NCc2ccco2)cc1)N1CCN(Cc2ccc3c(c2)OCO3)CC1,-3%,-18%,-9%,9,-1%,-5%,2%,u,u,-1%,2%
Clc1ccc(Cn2c(/C=C/c3ccco3)nc3ccccc32)cc1,11µM*,-1%,u,5,u,x,u,u,u,3.5µM*,-7%
O=C(CSc1nnc2ccccn12)NC(=O)NC1CCCCC1,5%,14%,-3%,27,2%,-4%,-4%,13%,-8%,0%,6%
O=C(O)/C=C/C(=O)Nc1ccc(NC(=O)c2ccccc2)c(Cl)c1,u,u,0%,5,-8%,-18%,6%,u,27%,-4%,-4%
CCn1cc(CCCC(=O)NCc2ccc(OC)cc2)c2ccccc21,-3%,-12%,-3%,-4,-1%,-1%,2%,-29%,-2%,0%,x
Cc1cc(Cl)ccc1OC(C)C(=O)NCCc1ccc2c(c1)OCCO2 (stereo unspecified),3%,-7%,0%,10,u,-14%,15%,8%,u,-8%,3%
C/C=C\C(=O)Nc1cccc(C2=NOC3(C2)C[C@@H](C(N)=O)N(C(=O)c2ccc(OC)cc2)C3)c1 (stereo partly specified),2%,x,-5%,-4,9%,0%,18%,20%,27%,-9%,5%
COc1ccc(N(CC(=O)Nc2nccs2)S(=O)(=O)c2c(C)[nH]c(=O)[nH]c2=O)cc1,-12%,12%,-2%,-1,-5%,-20%,-6%,7%,7%,13%,-10%
Cc1cccc(NC(=S)NC2CC3CCCC(C2)N3Cc2ccco2)c1 (stereo unspecified),1%,10%,-2%,-4,u,-11%,0%,4%,11µM*,1%,-3%
COc1ccc(/C=C2\SC(=S)N(NS(=O)(=O)c3ccc(C)cc3)C2=O)c(OC)c1,-10%,u,-3%,16,-13%,-6%,-57%[inhibitor],-3%,-26%,6%,x
CCNC(=S)N1CCN(c2ccccc2OCC)CC1,1%,3%,-3%,4,-7%,-16%,-2%,1%,-7%,-3%,-7%
Cc1ccc(-c2nnn(CC(=O)N(c3ccccc3)C(C(=O)NCC3CCCO3)c3cccs3)n2)o1 (stereo unspecified),-1%,1%,-9%,-11,1%,-2%,3%,3%,2%,-1%,-10%
CN1CCSc2ccc(C(=O)Nc3ccc(Cl)cc3)cc21,u,x,2.8µM*,-3,u,43%[activator],1%,u,22%,3.5µM*,-2%
COc1cc(/C=C2/SC(=S)N(CC(=O)O)C2=O)ccc1OC(=O)c1cccs1,4.8µM*,x,0%,3,-13%,u,3%,2%,-20%,3%,-2%

# Only part of the results is shown (hit frequency here may not be typical).
